# BRCA1 expr act: BRCA1 expression activation. MCF7-BRCA1-FFLuc reporter, luminescence, 48 h; response scale: scaled: vehicle 0%, 10 µM genistein 100%. Potency, µM (highest dose often 46.1 µM), without a hit: at the highest dose activation, usual class: activators. actives 1.1% (n = 380,000). AID 624202; active = well fitted activation curve with a large enough effect; also: nearly all actives have a fitted effect of over 80% in size; some results filed as inactive show a strong effect at the top dose
#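 Luminescence from a BRCA1-driven firefly luciferase in MCF7 cells was read after 48 h compound exposure at 37 C. Data normalized against DMSO and a 10microM genistein activation control, then curve-fitted across the titration.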
# * = called active by the depositor. Potency is read from the fitted curve at half-maximal effect.
# The opening four entries as a preview:
SMILES,BRCA1 expr act
O=C(Nc1ccc2c(c1)OCO2)c1cc(C2CCCN(C(=O)C3CCCCC3)C2)on1 (stereo not drawn),7%
CC1(C)CC(=O)C=C(c2ccc(COC(=O)Cc3ccccc3)cc2)C1=O,2%
CCc1nc2c(OCc3cccc(Cl)c3)cccn2c1N(C)C(=O)c1ccncc1,-12%
CC1(C(=O)NS(=O)(=O)C2CC2)CCCN(C(=O)C2(c3ccc(Cl)cc3)CCCC2)C1 (stereo not drawn),-10%

# All compounds of this part, from the first entry:
SMILES,BRCA1 expr act
O=C(Nc1ccc2c(c1)OCO2)c1cc(C2CCCN(C(=O)C3CCCCC3)C2)on1 (stereo not drawn),7%
CC1(C)CC(=O)C=C(c2ccc(COC(=O)Cc3ccccc3)cc2)C1=O,2%
CCc1nc2c(OCc3cccc(Cl)c3)cccn2c1N(C)C(=O)c1ccncc1,-12%
CC1(C(=O)NS(=O)(=O)C2CC2)CCCN(C(=O)C2(c3ccc(Cl)cc3)CCCC2)C1 (stereo not drawn),-10%
CCCS(=O)(=O)NC(=O)C1(C)CCCN(C(=O)C(C)(C)Oc2ccc(Cl)cc2)C1 (stereo not drawn),19%
C[C@H]1CN([C@@H](C)CO)C(=O)c2cc(Br)cnc2O[C@@H]1CN(C)C(=O)c1ccncc1,12%
Cc1ccc(S(=O)(=O)N2C[C@H]3C(=O)C[C@@H](c4ccccc4)N(S(=O)(=O)c4ccc(C)cc4)[C@H]3C[C@H]2c2cccs2)cc1,-17%
CCCNC(=O)C1(C)CCCN(C(=O)c2ccc(F)c(Cl)c2)C1 (stereo not drawn),-10%
COC(=O)c1ccc(C2NC(c3ccc4c(c3)OCO4)=CC(c3ccccc3O)N2)cc1 (stereo not drawn),4%
Cc1ccc(S(=O)(=O)N2C[C@H]3[C@H]4C(=O)N(c5ccccc5)C(=O)[C@H]4CC(=O)[C@H]3[C@@H]2c2cccc3ccccc23)cc1,9%
C=C1C=C(C)n2ncc(C(=O)Nc3ccc(F)cc3F)c2N1,-11%
CCOC(=O)c1ccc(O)c(-n2cc3c(c2-c2ccccc2)c(=O)n(C)c(=O)n3C)c1,0%
CC(=O)NN=C(C)c1ccc(NC(=O)C2CC2)cc1,13%
COc1ccccc1-c1cnc(C(O)c2ccccc2)[nH]1 (stereo not drawn),2%
CN1/C(=C/C=C/c2n(C)c3cc([N+](=O)[O-])c([N+](=O)[O-])cc3[n+]2C)C(C)(C)c2ccccc21,-58%
Cn1nc(C2CC2)cc1NC(=O)C1(C)CCN1C(=O)CCc1ccccc1 (stereo not drawn),0%
COC(=O)C[C@@H]1C[C@H]2c3cc(NC(=O)C4CCC4)ccc3O[C@H]2[C@@H](CO)O1,3%
Cc1cc(O)cc2c1O[C@](C)(CCC(=O)O)CC2,0%
CC1(c2ccc(Cl)cc2)NC(=O)N(CC(=O)Nc2ccc3c(c2)OCO3)C1=O (stereo not drawn),-20%
CNC(=O)C[C@H]1C(=O)N(c2ccc(Br)cc2)C[C@@H]1C,6%
COc1cc(CNC(=O)c2cc(-c3cc(Cl)ccc3OC)n[nH]2)cc(OC)c1,-10%
CC1=C(C(=O)N2CCOCC2)CC(CC(=O)NCc2cccs2)C(=O)N1Cc1ccc(C(C)(C)C)cc1 (stereo not drawn),6%
COc1ccccc1S(=O)(=O)N(C)C[C@H]1Oc2ncc(Br)cc2C(=O)N([C@H](C)CO)C[C@H]1C,5%
O=C1c2ccccc2C(c2nnnn2Cc2ccccc2)N1CCc1ccccc1F (stereo not drawn),-6%
Cc1ccc(S(=O)(=O)Nc2ccc3c(c2)C(=O)N([C@H](C)CO)C[C@H](C)[C@@H](CN(C)C(=O)NC2CCCCC2)OCCCC[C@@H](C)O3)cc1,-28%

# Gathered by group, the compounds so far with a thiophene ring, fused or not (2)
SMILES,BRCA1 expr act
Cc1ccc(S(=O)(=O)N2C[C@H]3C(=O)C[C@@H](c4ccccc4)N(S(=O)(=O)c4ccc(C)cc4)[C@H]3C[C@H]2c2cccs2)cc1,-17%
CC1=C(C(=O)N2CCOCC2)CC(CC(=O)NCc2cccs2)C(=O)N1Cc1ccc(C(C)(C)C)cc1 (stereo not drawn),6%

# 3 structures from above, arranged by length of the SMILES, falling:
SMILES,BRCA1 expr act
Cn1nc(C2CC2)cc1NC(=O)C1(C)CCN1C(=O)CCc1ccccc1 (stereo not drawn),0%
CCCNC(=O)C1(C)CCCN(C(=O)c2ccc(F)c(Cl)c2)C1 (stereo not drawn),-10%
C=C1C=C(C)n2ncc(C(=O)Nc3ccc(F)cc3F)c2N1,-11%

# Next part.
SMILES,BRCA1 expr act
COc1cccc(CNc2nc3cc(-c4cccc(OC)c4)sc3c(=O)n2C)c1,12%
Clc1cccc(Cc2c(-c3cccc(Cl)c3)nc3ccc(Br)cn23)c1,42%
COc1ccc2c(c1)CO[C@@]21O[C@H](CCO)C[C@H](O)[C@H]1O,8%
CC1(Oc2ccc3ccccc3c2)CCN(Cc2ccc(OC(F)(F)F)cc2)C1 (stereo not drawn),12%
CCc1nc2ccc(C(=O)Nc3cccc(NS(C)(=O)=O)c3)cn2c1N(C)Cc1nccn1C,7%
CC(=O)Nc1cccc(-c2ccnc3c2CC(C)(C(=O)NCCN(C)C)O3)c1 (stereo not drawn),15%
Nc1ccc(S(=O)(=O)Nc2nccc(/C=C/c3cccc([N+](=O)[O-])c3)n2)cc1,1%
CCOC(=O)C1=CCN(S(=O)(=O)c2ccc(C)cc2)C1c1ccc(Cl)cc1 (stereo not drawn),-17%
CC(C)NC(=O)C1(C)CCCCN1Cc1cccc(C(F)(F)F)c1 (stereo not drawn),-2%
COc1cccc(-c2cnc3c(NC(C)=O)cc(-c4cc(F)ccc4OC)cn23)c1,-52%
O=C1NC[C@@H](CCCCN2C[C@H](Cc3ccc(O)cc3)N(CC3CCCCC3)C(=O)C2=O)N(CCc2ccccc2)C1=O,4%
CSc1nc(N)n2nc(C)cc2n1,12%
COC(=O)c1c(-c2ccccc2)[nH]c(-c2nccc3ccccc23)c1C(=O)OC,-33%
CCCCNC(=O)C1(C)CCN1C(=O)c1sccc1C (stereo not drawn),4%
Cc1ccc([C@H]2C[C@H](O)[C@@H](n3cc(COC(=O)c4ccccc4)nn3)CN2C(=O)c2cccs2)cc1,12%
CCCCN1C(=O)C(CC(=O)NCCN2CCOCC2)CC(C(=O)N2CCCCCC2)=C1C (stereo not drawn),27%
CC(C)C[C@H]1CN([C@@H](Cc2ccc(O)cc2)CN2CCCC2CN2C(=S)NC[C@@H]2Cc2ccccc2)C(=S)N1CC1CCCCC1 (stereo partly drawn),0%
NC(Cc1ccc(Cl)cc1)c1csc(Nc2cc(Oc3ccccc3)ncn2)n1 (stereo not drawn),-61%
Cc1onc(-c2ccccc2)c1C(=O)N1CCC(C)(C(=O)O)C1 (stereo not drawn),9%
C[C@@H]1CN([C@H](C)CO)C(=O)CCCn2nncc2CO[C@H]1CN(C)C(=O)Nc1ccc(N2CCN(C)CC2)cc1,38%
CCCCNC(=O)C1(C)CCN1C(=O)c1ccc2c(c1)C(C)(C)CCC2(C)C (stereo not drawn),-6%
Cc1cc(C)n2c(NCc3ccccc3)c(CC(C)C)nc2n1,8%
CCN(CC)CCN1CCN(c2cnc(C)cn2)CC1,-2%
CCOC(=O)c1ccc(NC(=O)c2ncn3c2C(=O)NC[C@H]3C)cc1,-35%
O=C(CSc1nnc(CNC(=O)c2c(F)cccc2F)o1)NCc1ccc2c(c1)OCO2,4%

# Brought forward from above: 2 compounds, followed by the next part.
SMILES,BRCA1 expr act
CCOC(=O)c1ccc(NC(=O)c2ncn3c2C(=O)NC[C@H]3C)cc1,-35%
O=C(CSc1nnc(CNC(=O)c2c(F)cccc2F)o1)NCc1ccc2c(c1)OCO2,4%
C[C@@H]1CN([C@@H](C)CO)C(=O)CCCn2nncc2CO[C@@H]1CN(C)C(=O)c1ccc(N2CCN(C)CC2)cc1,9%
COc1cc(-c2nnc(COC(=O)c3ccc([N+](=O)[O-])o3)o2)cc(OC)c1OC,-15%
CCc1cc(-c2cnnn2CCc2c[nH]c3ccccc23)ccc1-c1cn(CC(C)C)nn1,-25%
CC(NC(=O)c1ccc2nc(Cc3cccc(Cl)c3)oc2c1)c1ccncn1 (stereo not drawn),1%
CCOC(=O)[C@]12CCC=C1N(Cc1ccco1)C(=O)[C@H](CC(=O)N1CCC(c3ccccc3)CC1)C2,-8%
CC(C)NC(=O)c1cc(C2CCCCN2S(=O)(=O)c2ccc(F)cc2F)on1 (stereo not drawn),-12%
Clc1cccc(-c2nc3c4ccccc4ccn3c2Cc2ccccc2)c1,-10%
O=C(Nc1ccccn1)C1CCN(C(=O)c2ccc(Cl)cc2)CC1,-4%
COc1cccc(-c2cc(NC(C)=O)c3ncc(-c4cccc(C(C)=O)c4)n3c2)c1,0%
COc1ccc(C(=O)NCCN2CCC(n3c(=O)[nH]c4ccccc43)CC2)cc1F,31%
C[C@@H]1CCCCO[C@H](CN(C)C(=O)Cc2ccccc2)[C@H](C)CN([C@@H](C)CO)C(=O)c2cc(NC(=O)Nc3ccc(F)cc3)ccc2O1,17%
Cc1ccc2nc(-c3ccccc3)c(Cc3ccsc3)n2c1,33%
CC(C)c1cccc(C(C)C)c1NC(=O)c1ccc(-c2cc(Cl)ccc2Cl)o1,11%
CC1(C(=O)Nc2ccc3nc[nH]c3c2)CCN1C(=O)CCc1ccccc1 (stereo not drawn),3%
CCN(CC)CCNC(=O)c1ccc(NC(=O)c2ccc(-n3cncn3)c([N+](=O)[O-])c2)cc1,3%
Cc1cc(C)c(Nc2n[nH]c(=S)s2)cc1C,-9%
S=C(NCCCN(Cc1ccc(Cl)cc1)c1ccc(-c2ccccc2)cn1)NCCCN(Cc1ccc(Cl)cc1)c1ccc(-c2ccccc2)cn1,56%
CC(=O)Nc1ccc(-c2ccnc3c2CC(C(=O)NCCc2ccccc2)O3)cc1 (stereo not drawn),-14%
COc1ccc([C@H]2N[C@]3(CCCN(Cc4cccn4C)C3=O)[C@H]3C(=O)N(C)C(=O)[C@@H]23)cc1,-3%
C[C@@H]1CN([C@H](C)CO)C(=O)c2cc(C#CC(C)(C)O)cnc2O[C@@H]1CN(C)C(=O)C1CC1,16%
Cc1cc(C)cc(Cn2cc(CN3CC(N4CCN(C)CC4)CS3(=O)=O)nn2)c1 (stereo not drawn),0%
CCc1nc2ccc(C(=O)Nc3cccc(OC)c3)cn2c1N(C)CCCc1ccccc1,0%
COCCNc1nc(-c2cc(F)ccc2C)c2sc(-c3ccccc3)cc2n1,-40%
Cc1c(C(=O)NCc2ccc(Cl)c(Cl)c2)sc(=O)n1Cc1ccc(C(=O)N(C)C)cc1,-27%
CC(=O)Nc1ccc(NC(=O)C2Cc3c(-c4cccc(NC(C)=O)c4)ccnc3O2)cc1 (stereo not drawn),-12%

# Next records
SMILES,BRCA1 expr act
O=C(CCn1c(=O)c2cccn2c2cccnc21)NCCCN1CCN(c2ccc(F)cc2)CC1,-21%
C=CCNc1nc(NCCNC(C)=O)c2sc(-c3ccccc3)cc2n1,2%
O=C(Nc1cccc(Cl)c1)ON1CCCCC1,53%
COCCNC(=S)N(C)[C@H]1C[C@H]2c3cc(N4CCN(C)CC4)ccc3CCN2C(=O)[C@H]1[C@H](C)O,22%
CC1C(=O)N(Cc2cn(CC3CCCCC3)nn2)CCS(=O)(=O)N1Cc1ccc(-c2ccccc2)cc1 (stereo not drawn),-46%
COc1cccc(-c2ccc3c(c2)C2CC3CCN2C(=O)c2ccc(-c3ccccc3)cc2)c1 (stereo not drawn),-21%
O=C(NCc1ccccc1Cl)[C@H]1CCCN1C(=O)[C@H]1CCCN1,4%
c1ccc(-c2cc3nc(NCc4cccs4)ccn3n2)cc1,1%
C[C@H](CO)N1C[C@H](C)[C@H](CN(C)C(=O)Nc2cccc(C(F)(F)F)c2)OCc2cnnn2CCCC1=O,4%
CC1(C(=O)NS(=O)(=O)c2ccc(Cl)cc2)CCN1C(=O)COc1ccc(Cl)cc1 (stereo not drawn),-10%
COc1cc(N(C)C)c(OC)cc1/C=C1\C=Cc2ccccc21,58%
CCCCN(CCCN)c1ccc(Br)cn1,1%
Cc1ccc(Cn2cc(CN3CC(N4CCN(Cc5ccccc5F)CC4)CS3(=O)=O)nn2)cc1 (stereo not drawn),-7%
Cc1ccccc1NC(=O)c1nc(SCc2ccccc2F)ncc1Cl,7%
CCOC(=O)[C@]12CCCC=C1N(Cc1cccc3ccccc13)C(=O)[C@H](CC(=O)NCc1ccc(OC)c(OC)c1)C2,-55%
O=C(NCc1ccc(F)cc1)c1cc(C2CCCCN2S(=O)(=O)c2cccc3cccnc23)on1 (stereo not drawn),-21%
CS(=O)(=O)N(CC(=O)N1CCOCC1)c1cccc(Cl)c1,1%
CC1(C(=O)Nc2ccc3nc[nH]c3c2)CCN1C(=O)Cc1ccc(-c2ccccc2)cc1 (stereo not drawn),-5%
CCCCN1C(=O)C(CC(=O)NCc2ccco2)CC(C(=O)N2CCOCC2)=C1C (stereo not drawn),2%
CC(SC1=NS(=O)(=O)c2ccccc21)C(=O)O (stereo not drawn),6%
CC(C)C1Cc2[nH][nH]c(=O)c2C(C2CC2)O1 (stereo not drawn),15%
COCCC(=O)N1CCOCC1c1cc(C(=O)Nc2ccccc2)no1 (stereo not drawn),0%
C=CCSc1nnc(NC(=O)CCNC(=O)c2ccccc2Cl)s1,-16%
O=C(C(=Cc1ccc(F)cc1)C(=O)c1ccccc1)c1ccccc1,0%
COc1ccc(C(O)c2nc(-c3ccc(F)c(Cl)c3)cs2)cc1 (stereo not drawn),-40%
C/C(=N\NC(=O)c1nnn(-c2nonc2N)c1CSc1ccc(C)cc1)c1cccnc1,-39%
CCCCCC(=O)N1C[C@H](n2cc(C3CC3)nn2)[C@@H](O)C[C@@H]1c1ccc(OC)cc1,17%
CSc1ccc(CN2CCC(C)(Oc3cnc(Cl)c4ccccc34)C2)cc1 (stereo not drawn),4%
CCCCn1nnnc1C1(C)CCC(=O)N1CCc1ccc(O)cc1 (stereo not drawn),2%
CC(=O)CC1c2ccccc2C=C(c2ccsc2)N1c1ccc(-c2cccs2)cc1 (stereo not drawn),2%

# A portion of the library, so the mix of outcomes need not match the whole.
